Compound activity as filed in PubChem.
HCMV antiviral: qHTS Assay for inhibitors of the human cytomegalovirus (HCMV); HFF cells, HCMV-luciferase reporter, 72 h; active compounds read low; activity change, negative = inhibition, % at 57.5 µM; 4.5% of 410,000 active; AID 1259415, 2018; in the data active means activity change below about -60%; inconclusive means no clear call, values can overlap the other calls; inactive means above about -39%
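Cell-based, HFFs, 1000 cells/well, 16 h 37C; cpds in DMSO + HCMV-luc, MOI 1 PFU/cell; 72 h 37C; OneGlo luminescence after 5 min RT; norm. to buffer vs Salinomycin 10uM.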
* marks the source's active call; other numbers are inactive results; ? = inconclusive. On the % scale 0 is the no-effect control and ±100 the full control effect.

Preview:
SMILES | HCMV antiviral
CCOc1ccc(CCN2C(=S)N([C@@H](CC(C)C)CN3CCC[C@@H]3CN3C(=S)NC[C@@H]3CC(C)C)C[C@@H]2CC(C)C)cc1 | 18
CC1(C(=O)NS(=O)(=O)c2ccc3c(c2)CCO3)CCN1C(=O)C1(c2ccc(Cl)cc2)CC1 (stereo not drawn) | -6
CC(C)(C)c1ccc(CC(=O)N2CCC2(C)C(=O)NCc2cccs2)cc1 (stereo not drawn) | -16

The whole of this part (from the top)
SMILES | HCMV antiviral
CCOc1ccc(CCN2C(=S)N([C@@H](CC(C)C)CN3CCC[C@@H]3CN3C(=S)NC[C@@H]3CC(C)C)C[C@@H]2CC(C)C)cc1 | 18
CC1(C(=O)NS(=O)(=O)c2ccc3c(c2)CCO3)CCN1C(=O)C1(c2ccc(Cl)cc2)CC1 (stereo not drawn) | -6
CC(C)(C)c1ccc(CC(=O)N2CCC2(C)C(=O)NCc2cccs2)cc1 (stereo not drawn) | -16
Nc1nc2c(ncn2[C@@H]2O[C@H](CNC(=O)[C@H](N)Cc3ccccc3)[C@@H](O)[C@H]2O)c(=O)[nH]1 | 18
COc1ccc(-c2nc3c4ccccc4ccn3c2CC2CCCCC2)cc1OC | 31
Cc1cc2c(cc1C)NC(=O)C(C)CN2 (stereo not drawn) | 108
CC(C)C[C@@H](CN1CCCC1CN1C(=S)NC[C@@H]1Cc1ccccc1)N1C[C@H](Cc2ccc(O)cc2)N(CCc2ccccc2)C1=S (stereo partly drawn) | -30
O=C(c1ccccc1)N1CC2ON=C(c3c(F)cccc3Cl)C2C1 (stereo not drawn) | -4
Cc1ccc(S(=O)(=O)N2C[C@@H](C)[C@]3(C2)[C@H](O)[C@H](OC(=O)NC2CCCC2)C[C@H]2C(=O)N(c4ccccc4)C(=O)[C@H]23)cc1 | -13
O=C(NCCCN1CCOCC1)c1c(-c2ccccc2)oc2c1C(OCCCCCO)CCC2 (stereo not drawn) | -15
Cc1ccc(OCC(=O)Nc2ccc3c(c2)nc(CCN2CCCC2)n3C)cc1 | ?
CCN(Cc1ccncc1)C(=S)Nc1ccccc1C | 3

Laid out differently: results already given.
Structure: O=C(c1ccccc1)N1CC2ON=C(c3c(F)cccc3Cl)C2C1 (stereo not drawn)
- HCMV antiviral: -4
Structure: CC(C)C[C@@H](CN1CCCC1CN1C(=S)NC[C@@H]1Cc1ccccc1)N1C[C@H](Cc2ccc(O)cc2)N(CCc2ccccc2)C1=S (stereo partly drawn)
- HCMV antiviral: -30
Structure: CCOc1ccc(CCN2C(=S)N([C@@H](CC(C)C)CN3CCC[C@@H]3CN3C(=S)NC[C@@H]3CC(C)C)C[C@@H]2CC(C)C)cc1
- HCMV antiviral: 18
Structure: Cc1cc2c(cc1C)NC(=O)C(C)CN2 (stereo not drawn)
- HCMV antiviral: 108

The list continues.
SMILES | HCMV antiviral
CSc1ccc(Cn2c(C)c(C(=O)NCc3ccc(Cl)c(Cl)c3)sc2=O)cc1 | -16
Cc1cccc(C)c1NC(=O)CNC(=O)CNC(=O)c1ccc2ccccc2c1 | 4
COCC1CN(CCc2ccc(F)cc2)S(=O)(=O)c2c(OCCN3C(=O)[C@@H]4[C@H](C3=O)[C@@H]3C=C[C@H]4C3)cccc2O1 (stereo partly drawn) | 3
CC1(C(=O)Nc2ccc3c(c2)OCCO3)CCN1C(=O)c1ccco1 (stereo not drawn) | 9
C[C@@H]1CN([C@H](C)CO)C(=O)CCCn2nncc2CO[C@H]1CN(C)S(=O)(=O)c1cccc(F)c1 | -16
Cc1ccc(N2CCN(C(C(=O)Nc3c(C)cccc3C)c3cc4ccccc4o3)CC2)cc1 (stereo not drawn) | -19
O=C(Nc1ccc2c(c1)OCCO2)C1c2ccccc2OCC(=O)N1CC(F)(F)F (stereo not drawn) | 7
CCCOc1cccn2c(N(C=O)Cc3ccc(OC)cc3)c(CC)nc12 | 13
Cc1ccccc1NC(=O)Nc1nnc([C@@H]2C[C@H](O)[C@@H](CO)O2)s1 | 0
CCc1nc2ccc(C(=O)NCCC(C)C)cn2c1N(CC)CCN(C)C | 7
C[C@H]1CN([C@@H](C)CO)C(=O)CCCn2nncc2CO[C@H]1CN(C)C(=O)C1CCCCC1 | -5
C=CCN1CC(COCCCC)Oc2ccc(Cl)cc2S1(=O)=O (stereo not drawn) | -31
CCCC(=O)N1CCC1(C)C(=O)Nc1ccc(C)c(C)c1 (stereo not drawn) | -16
C[C@H](CO)N1C[C@H](C)[C@@H](CN(C)S(=O)(=O)c2ccc(Oc3ccccc3)nc2)OCc2cnnn2CCCC1=O | -4
CCCNC(=O)C1(C)CCCN(Cc2cccc(Oc3ccccc3)c2)C1 (stereo not drawn) | -8
COc1cc(-c2cc3nc(NCCN(C)C)ccn3n2)cc(OC)c1OC | 141
O=C1NCN(c2ccccc2)C12CCN(C(c1cc3ccccc3o1)c1nnnn1C1CCCCC1)CC2 (stereo not drawn) | -25
COc1ccc(CN2C(=O)c3ccccc3C2c2nnnn2-c2ccc3c(c2)OCCO3)cc1OC (stereo not drawn) | -5
CCOC(=O)c1c(CC(C)C)csc1NC(=O)COC(=O)c1cnc(C)cn1 | 30
Fc1ccc(Nc2nc(NCc3cccs3)nc3ccsc23)cc1 | -15
CCCCN(C(C)=O)c1ccc2c(c1)C1CC2CCN1Cc1ccccc1 (stereo not drawn) | -3
CC(=O)Nc1ccc(-c2ccnc3c2CC(C(=O)NCC2CC2)O3)cc1 (stereo not drawn) | 12
CC1CCC2(CC1)NC(=O)N(CC(=O)Nc1cccc(S(=O)(=O)N(C)c3ccccc3)c1)C2=O (stereo not drawn) | -15
COc1ccc([C@H]2C[C@H](n3cc(-c4ccc(F)cc4)nn3)[C@@H](O)CN2Cc2cccs2)cc1 | 42
CCCNC(=O)c1cc(C2CCCCN2S(=O)(=O)c2ccc(OC)cc2)on1 (stereo not drawn) | -8
COc1ccc(S[C@]2(c3nc(C)no3)CC(=O)N(c3ccc(OC)cc3)[C@@H]2c2ccc(OC)cc2)cc1 | -8
C[C@@H](NS(=O)(=O)c1c(F)cccc1F)c1ccccc1 | -22
COc1ccc(F)cc1-c1cc(C(=O)NCc2ccc(C(F)(F)F)cc2)[nH]n1 | -39
CC(C)NC(=O)N(C)C[C@H]1OCc2cnnn2CCCC(=O)N([C@H](C)CO)C[C@H]1C | 21
CCCCN1C(=O)C(CC(=O)NCc2cccc3ccccc23)CC(C(=O)N2CCOCC2)=C1C (stereo not drawn) | -2
CN1CCN(C(=O)c2cccc(-c3ccc4nccn4c3)c2)CC1 | 3
Cc1ccc([C@H]2C[C@@H](O)[C@H](n3cc(COC(=O)c4ccccc4)nn3)CN2C(=O)c2cccs2)cc1 | -24
C[C@H](NC(=O)[C@@H]1CCCN1C(=O)[C@@H]1CCCN1C(=O)c1cccc(Cl)c1)c1ccccc1 | -17
CCOC(=O)CCCCCC(=O)Nc1ccc2c(c1)C(=O)N([C@@H](C)CO)C[C@@H](C)[C@H](CN(C)S(=O)(=O)c1cccs1)OCCCC[C@H](C)O2 | 7
O=C(Nc1ccccc1F)c1csc([C@@H]2C[C@H](O)[C@@H](CO)O2)n1 | 8
O=C(CSc1nnc(N2CCCC2)n1-c1cccc(Cl)c1)N1CCN(c2ccccn2)CC1 | -22
COc1ccc(C(CNC(=O)CSc2ccccc2)N2CCOCC2)cc1 (stereo not drawn) | -7
CC1(C(=O)O)CCCN1C(=O)c1cccc2ccccc12 (stereo not drawn) | 4
COc1ccc(-n2c(CSc3ccc(Cl)cc3)n[nH]c2=S)cc1 | -1
Cc1nc(N/N=C/c2cccc([N+](=O)[O-])c2)cc(N2CCCCC2)n1 | 34
COc1ccc(Nc2nc(NC(C)C)nc3ccsc23)cc1OC | 5
Fc1ccc(-c2nc3ccc(Br)cn3c2Cc2ccccc2C(F)(F)F)cc1 | 1
Cc1ccc(S(=O)(=O)N2CCC(=O)N([C@H](COCc3ccc(Cl)c(Cl)c3)Cc3ccccc3)CC2)cc1 | -20
CC(C)=CC1C(C(=O)OCN2C(=O)C3=C(CCCC3)C2=O)C1(C)C (stereo not drawn) | -4
CC1=C(C(=O)N2CCCCCC2)CC(CC(=O)NCC2CCCCC2)C(=O)N1Cc1ccc(F)cc1 (stereo not drawn) | 6
O=c1[nH]cc(S(=O)(=O)N2CCN(c3ccccc3F)CC2)c(=O)[nH]1 | -36
O=P(c1ccccc1)(c1ccccc1)c1ccccc1C(Br)Br | -2
Cc1ccc([C@@H]2C[C@H]3[C@@H](CN2S(=O)(=O)c2ccc(C)cc2)C(=O)C[C@@H](c2ccccc2F)N3S(=O)(=O)c2ccc(C)cc2)cc1 | -14

Three compounds out of the list, sorted by SMILES length, highest first.
SMILES | HCMV antiviral
Cc1ccc([C@@H]2C[C@H]3[C@@H](CN2S(=O)(=O)c2ccc(C)cc2)C(=O)C[C@@H](c2ccccc2F)N3S(=O)(=O)c2ccc(C)cc2)cc1 | -14
CC(C)=CC1C(C(=O)OCN2C(=O)C3=C(CCCC3)C2=O)C1(C)C (stereo not drawn) | -4
COc1ccc(Nc2nc(NC(C)C)nc3ccsc23)cc1OC | 5

Going on with the list.
SMILES | HCMV antiviral
Cc1onc(-c2ccccc2Cl)c1C(=O)O/N=C(\N)c1cccc([N+](=O)[O-])c1 | -14
COc1ccc2nc3n(c(=O)c2c1)-c1cc2ccccc2cc1C(=O)NC3Cc1ccc(O)cc1 (stereo not drawn) | ?
COCC(=O)Nc1ccc2c(c1)[C@@H]1C[C@H](CC(=O)NCc3ccccc3)O[C@@H](CO)[C@@H]1O2 | 40
CN(C)CCCNc1nc2cc(-c3cccc(C(F)(F)F)c3)sc2c(=O)n1C | -24
CO[C@@H]1CN(C)C(=O)c2cc(NC(=O)NC3CCCCC3)ccc2OC[C@@H](C)N(CC2CCOCC2)C[C@@H]1C | -22
Cc1cccc(C)c1NC(=O)CN(c1c(C)cccc1C)S(C)(=O)=O | -22
Cc1cccc(CN2CCN(C3CN(Cc4cn(Cc5ccc(C(F)(F)F)cc5)nn4)S(=O)(=O)C3)CC2)c1 (stereo not drawn) | ?
CCOC(=O)C(Cc1ccccc1)(Nc1ccc(OC)cc1)C(O)c1ccc([N+](=O)[O-])cc1 (stereo not drawn) | -3
Cc1cc(F)ccc1-c1cc(C(=O)NCC2CCCCC2)[nH]n1 | 7
COc1ccc2oc3cc(NCCN(C)C)ccc3c(=O)c2c1 | 323
CNc1cnc(-c2ccc(O)c(OC)c2)cn1 | 33
CCCOc1ccc(F)cc1-c1cc(C(=O)Nc2cc(OC)c(OC)c(OC)c2)[nH]n1 | -16

Four entries drawn at random from those above:
SMILES | HCMV antiviral
Cc1onc(-c2ccccc2Cl)c1C(=O)O/N=C(\N)c1cccc([N+](=O)[O-])c1 | -14
CCCOc1ccc(F)cc1-c1cc(C(=O)Nc2cc(OC)c(OC)c(OC)c2)[nH]n1 | -16
CO[C@@H]1CN(C)C(=O)c2cc(NC(=O)NC3CCCCC3)ccc2OC[C@@H](C)N(CC2CCOCC2)C[C@@H]1C | -22
COc1ccc2nc3n(c(=O)c2c1)-c1cc2ccccc2cc1C(=O)NC3Cc1ccc(O)cc1 (stereo not drawn) | ?

Continued.
SMILES | HCMV antiviral
CC(C)(C)NC(=S)N1CCC2CC1c1cc(-c3ccc4c(c3)OCO4)ccc12 (stereo not drawn) | 14
O=C(Nc1ccc(Cl)cc1)C1Cc2c(-c3ccc(Cl)cc3)ccnc2O1 (stereo not drawn) | ?
CC(=NNC(N)=S)c1ccc2cc3c(cc2c1)OCO3 | 111
CC(O)(c1cccc(F)c1)c1nc(-c2cc(F)cc(F)c2)cs1 (stereo not drawn) | -39
COC(=O)[C@H]1[C@H](CO)[C@H]2Cn3c(cccc3=O)[C@@H]1N2C(=O)c1ccccn1 | -22
CCOc1cccc(CN2CCC(Oc3ccc(C(=O)N4CCCC4)cc3)CC2)c1O | 3
COc1ccc(Br)c(Cn2c(C)c(C(=O)NCc3ccc(F)cc3)sc2=O)c1 | 9
CCOC(=O)[C@]12CCCC=C1N(CCC1=CCCCC1)C(=O)[C@H](CC(=O)N1CCN(C(=O)c3ccco3)CC1)C2 | -25
CCOC(=O)[C@]12CCC=C1N(Cc1ccc(Cl)cc1Cl)C(=O)[C@H](CC(=O)NCC13CC4CC(CC(C4)C1)C3)C2 | 26
Cc1ccc(Cc2c(-c3ccccc3)nc3c4ccccc4ccn23)cc1 | 49
CCc1ccc(C(C#N)=CC=Cc2ccccc2)cc1 | 52
COc1ccccc1CN(C)C(=O)c1cc(S(=O)(=O)N2CCCCCC2)ccc1OC | -34
CCC1(CCC(C)C)C(=O)NC(=O)N(c2ccccc2)C1=O (stereo not drawn) | 22
CC(=O)N(O)c1ccc(C=Cc2ccccc2)cc1 | -99*
CCOC(=O)[C@]12CCCC=C1N(CCC1=CCCCC1)C(=O)[C@H](CC(=O)NCc1cccc(C(F)(F)F)c1)C2 | 57
CC1CN=C(c2ccc(Cl)cc2)c2c3ccccc3nn21 (stereo not drawn) | 26
O=CNc1cc(-c2ccsc2)cn2c(-c3ccccc3)cnc12 | ?
CN(CC(=O)Nc1ccc(Cl)c(Cl)c1)CC(=O)N1CCCCCC1 | -12
Cc1ccc(S(=O)(=O)N2CCOCC2)cc1NC(=O)COC(=O)COc1ccc(C#N)cc1 | -4
Cc1ccc(Nc2nc(N)nc(N)c2N=O)cc1Cl | 23
O=S1(=O)N[C@@H](Cc2ccccc2)COc2cc(N3CCC[C@@H]3CO)ccc21 | ?
CCC(=O)N1CCCC1(C)C(=O)Nc1ccc2scnc2c1 (stereo not drawn) | 7
COCCCNC(=O)C[C@@H]1C[C@@]2(C(=O)OC)CCCCC=C2N(CCc2ccc(OC)c(OC)c2)C1=O | 4
CC(C)=CCC[C@H](C)C[C@@H]1CC2=C(C(=O)OC(C)(C)O2)[C@H](c2ccc(Cl)cc2)O1 | -5
CCCCC[C@@H](C)N1C[C@H](COCc2ccccc2)Oc2cc(N3CC[C@@H](O)C3)ccc2S1(=O)=O | -15
FC(F)(F)c1ccccc1Cc1c(C2CCCCC2)nc2ccc(Br)cn12 | -2
C[C@H](CO)N1C[C@H](C)[C@@H](CN(C)C(=O)Nc2ccccc2F)OCc2cn(nn2)CCCC1=O | -7
CC(O)(c1cccc(F)c1)c1nc(/C=C/c2ccccc2)cs1 (stereo not drawn) | -11

An excerpt. The share of hits here may be higher or lower than overall.
